IMPase Li cell = IMPase inhibition in cells with lithium potentiation; Potency, µM (top dose mostly 59.4 µM), without a hit: at the highest dose activity, negative = IMPase inhibition, hits mostly inhibitors; hit rate 0.35% among 210,000; CHO-M1 cells, IP1 TR-FRET (IP-One), carbachol + lithium; AID 1457;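 note: IP1 builds up when IMPase is blocked and the TR-FRET signal falls; plate controls were basal vehicle for no effect and high inhibitor control for full effect; nearly all actives have a fitted effect of over 50% in size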
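IP1 accumulation measured by competitive TR-FRET in lysed CHO-M1 cells after 30 min compound exposure at 37C, with a small lithium addition to potentiate weak responses. Hill-equation AC50 from ratio and donor-channel data.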
SMN2 splice up = SMN2 splice variant enhancement. HEK293 SMN2-luciferase splicing reporter, luminescence, 30-36 h. hit rate 2.8% among 210,000. Potency, µM (titrated, usually from 46.1 µM), inactives show top-dose activity change, positive = activation, most hits filed as activators; note: % of control where 0% means no effect; nearly all actives have a fitted effect of over 55% in size
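qHTS luciferase splicing reporter: luminescence rises when SMN2 exon 7 is included in transfected HEK293 cells. Compound exposure lasted 30-36 h at 37C, with 4.5 mM final sodium butyrate as control, followed by a ONE-Glo read.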
NPSR antag = neuropeptide S receptor (human) antagonism, cAMP | CHO-NPSR cells, cAMP TR-FRET, antagonist mode | hit rate 1% among 220,000 | Potency, µM (doses to about 38.3 µM), without a hit: at the top dose activity change, negative = inhibition, most hits filed as inhibitors | Q6W5P4; note: % is set by controls: 0 for no effect and ±100 for the full control effect; nearly all actives have a fitted effect of over 50% in size; many of its hits are not listed in these tables
Epigenetic reg = epigenetic control regulation, reporter derepression | Potency, µM (series often up to 53.9 µM), for inactives: at the top dose GFP activation, usual class: activators | AID 1865 | murine LDR cells, GFP reporter derepression, 30 h | hit rate 0.2% among 280,000; note: % of control where 0% means no effect; nearly all actives have a fitted effect of over 60% in size
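GFP-positive cell count by laser-scanning cytometry (objects 20–120 um) after 30 h, 37 C compound exposure of murine LDR cells; reporter is CMV-GFP integrated at a silenced locus, inducible by HDAC or DNMT inhibitors.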
JMJD2E inh = JMJD2E (human) inhibition; JMJD2E catalytic domain, FDH-coupled NADH fluorescence (FDH is formaldehyde dehydrogenase); hit rate 1.6% among 230,000; B2RXH2; Potency, µM (highest dose often 57.1 µM), for the others: at the top dose activity change, negative = inhibition, most hits filed as inhibitors; active = well fitted inhibition curve with a large enough effect, not every such curve was filed as active; inconclusive = small, poorly fitted or top-dose-only effect, or another doubt; inactive = no such curve, though single readings can be large or run the other way;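 note: 0% = wells with enzyme and -100% = buffer wells without enzyme; nearly all actives have a fitted effect of over 50% in size; many of its hits are not listed in these tables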
Target sequence (B2RXH2 1-337 limits assumed): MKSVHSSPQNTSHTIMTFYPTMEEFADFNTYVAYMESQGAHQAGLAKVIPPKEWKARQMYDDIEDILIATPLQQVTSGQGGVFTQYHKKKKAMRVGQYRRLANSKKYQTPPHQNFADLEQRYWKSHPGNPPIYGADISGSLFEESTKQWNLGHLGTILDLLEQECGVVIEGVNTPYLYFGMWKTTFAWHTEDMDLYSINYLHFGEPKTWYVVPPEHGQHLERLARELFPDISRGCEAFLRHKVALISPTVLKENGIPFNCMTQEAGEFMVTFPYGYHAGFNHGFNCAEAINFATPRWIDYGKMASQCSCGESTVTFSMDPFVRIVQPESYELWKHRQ
RGS12 GoLoco inh = blocks human Gai1 binding to RGS12 GoLoco peptide, red readout | Potency, µM (titrated, usually from 61.6 µM), without a hit: at the top dose activity, negative = inhibition, usual class: inhibitors | Gai1:RGS12 GoLoco peptide FP, rhodamine, 10 min | P63096 | AID 880 | hit rate 0.44% among 230,000; active = well fitted inhibition curve with a large enough effect, not every such curve was filed as active; inactive = no such curve, though single readings can be large or run the other way; note: % is set by controls: 0 for no effect and ±100 for the full control effect; nearly all actives have a fitted effect of over 30% in size; many of its hits are not listed in these tables
RECQ1 inh = RECQ1 (human) helicase inhibition; RECQ1 DNA unwinding, red fluorescence kinetic read; Potency, µM (series often up to 57.3 µM), for the others: top-dose activity, negative = inhibition, usual class: inhibitors; hit rate 0.54% among 240,000; P46063;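 note: plate controls were vehicle for no effect and no enzyme for full effect; nearly all actives have a fitted effect of over 30% in size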
Target sequence (P46063 whole entry, looked up): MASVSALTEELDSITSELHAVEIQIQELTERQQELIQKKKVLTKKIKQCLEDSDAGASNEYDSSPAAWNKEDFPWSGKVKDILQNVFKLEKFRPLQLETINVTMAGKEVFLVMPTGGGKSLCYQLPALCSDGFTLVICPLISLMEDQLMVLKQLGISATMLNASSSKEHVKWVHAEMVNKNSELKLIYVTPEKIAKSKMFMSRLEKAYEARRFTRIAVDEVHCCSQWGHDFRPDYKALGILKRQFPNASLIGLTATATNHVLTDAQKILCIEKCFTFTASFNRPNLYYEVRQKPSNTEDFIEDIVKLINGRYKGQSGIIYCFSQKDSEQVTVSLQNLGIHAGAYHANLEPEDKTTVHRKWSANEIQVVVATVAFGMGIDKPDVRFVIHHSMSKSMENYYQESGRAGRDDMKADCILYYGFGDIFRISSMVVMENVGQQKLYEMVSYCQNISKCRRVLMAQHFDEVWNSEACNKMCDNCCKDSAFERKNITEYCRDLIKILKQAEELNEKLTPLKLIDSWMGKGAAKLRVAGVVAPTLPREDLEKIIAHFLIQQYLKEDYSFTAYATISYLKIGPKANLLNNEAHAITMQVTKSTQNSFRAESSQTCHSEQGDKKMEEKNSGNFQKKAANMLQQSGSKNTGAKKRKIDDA
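RECQ1T1 50 nM; forked duplex (20 bp + 30-nt ss tails) 200 nM, ATP 2 mM final; pH 8.0, 2 mM MgCl2, 2.5 ug/ml poly(dI-dC); 15 min compound preincubation; discontinuous kinetic read over 2 h at RT.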
KinaseGlo FLuc = counter-screen: inhibitors of Kinase-Glo firefly luciferase; AID 1379; hit rate 0.28% among 200,000; Potency, µM (titrated, usually from 38.3 µM), for the others: at the top dose activity change, negative = inhibition, most hits filed as inhibitors; Kinase-Glo luciferase, ATP luminescence, 8 min; Q27757; note: % is set by controls: 0 for no effect and ±100 for the full control effect; nearly all actives have a fitted effect of over 60% in size
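Kinase-Glo luciferase light output from ATP and luciferin was measured with 10 uM ATP, within the enzyme's linear range. Buffer: 50 mM imidazole pH 7.2, 50 mM KCl, 7 mM MgCl2, 0.01% Tween 20, 0.05% BSA; luminescence read after 8 min at ambient temperature.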
* hit, by the source's call; i = inactive; ? = inconclusive; / = not tested or not shown; & = joins results of further samples; [ ] = another dose, or the depositor's remark. Unless noted, calls come from the whole dose curve; as a rule, active = well fitted curve in the direction sought with a large enough effect; inconclusive = small, poorly fitted or top-dose-only effect, or another doubt; inactive = no such curve, though single readings can be large; an effect the other way counts as inactive or inconclusive. Potency is the fitted concentration of half-maximal effect. These rows are one share of the data. The share of hits here may be higher or lower than overall.

SMILES	IMPase Li cell	SMN2 splice up	NPSR antag	Epigenetic reg	JMJD2E inh	RGS12 GoLoco inh	RECQ1 inh	KinaseGlo FLuc
O=C(Nc1cnccn1)c1cccnc1	1%[38.3 µM]	3%	-7%[46.1 µM]	-1.1%	2%	2%	-4%	0%
CC(C)(C)OC(=O)N1CCC2(CC1)C(C#N)=C(N)OC1=C2C(=O)CCC1	-1%	-5%	-8%	2.3%	2%	5%	i	1%
CCOC(=O)COc1ccc2c(c1)c(C(=O)OCC)c(C)n2CC	32%[38.3 µM]	?	-26%[46.1 µM]	-1.1%	-5%	6%	-2%	-2%
CN(C)C(=O)CCCCCCCCC(=O)N(C)C	/	/	9%	-2.1%	7%	11%	0%	/
COc1ccc(C(=O)CSc2nncn2C)cc1	19%[38.3 µM]	6%	-2%[46.1 µM]	-1.0%	-3%	5%	10%	-3%
O=C(c1ccccc1NS(=O)(=O)c1cccc(C(F)(F)F)c1)N1CCc2ccccc21	-1%	-11%	-6%	0.0%	7%	6%	-1%	4%
Cc1ccc(C2C3=C(CCCC3=O)Nc3[nH]c(=S)[nH]c(=O)c32)cc1 (stereo unspecified)	-2%[38.3 µM]	1%	4%[46.1 µM]	-1.8%	?	-29%	-9%	-1%
COc1cc(CC2COC(=O)C2(O)Cc2ccc(O)c(OC)c2)ccc1O (stereo unspecified)	/	/	7%	2.6%	-20%	-4%	i	/
O=C(O)c1cc2ccccc2cc1Nc1ccccc1	/	/	35%	1.1%	7%	0%	-3%	/
COc1ccccc1OCC(=O)Nc1ccccc1C(=O)NCc1ccco1	0%	-14%	-3%[46.1 µM]	3.5%	-7%	346%[activator]	-4%	2%
CC(=C/c1ccccc1)/C=C1/SC(N2CCOCC2)=NC1=O	8%[38.3 µM]	?	-15%[46.1 µM]	-1.1%	-11%	1%	3%	-6%
O=C(NCc1ccccc1)c1ccc(F)c(F)c1	6%	-1%	-5%	0.2%	4%	-11%	i	0%
O=C(/C=C/c1ccc(F)cc1)NC(=S)N1CCN(Cc2ccccc2)CC1	/	/	-26%	-1.0%	-5%	3%	-3%	/
C/C(=N/NC(=O)c1cccs1)c1ccco1	-1%	?	25%	5.2%	-7%	-15%	-3%	-18%
N#Cc1nc(COc2ccccc2)oc1N1CCCC1	-6%[38.3 µM]	-8%	-18%[46.1 µM]	0.0%	-4%	-1%	i	-7%
CCC(=O)NC1(C(F)(F)F)C(=O)Nc2c1c(=O)n(C)c(=O)n2C (stereo unspecified)	8%[38.3 µM]	33%	-19%[46.1 µM]	-2.1%	0%	9%	-3%	3%
COCCn1cc(C(=O)c2ccccc2OCC(=O)Nc2cc(C)on2)cc(C#N)c1=O	11%[38.3 µM]	-4%	-27%[46.1 µM]	0.0%	-9%	4%	-5%	-1%
COc1cc(OC)cc(C(=O)N[C@H](C(=O)OCC(=O)N2CCc3ccccc32)C(C)C)c1	19%	-4%	-29%	-1.4%	7%	6%	i	-3%
CNCc1ccc(OCc2ccccc2)c(OC)c1	-2%	17%	-7%[46.1 µM]	-0.9%	3%	-5%	i	3%
COc1ccc(OC)c(S(=O)(=O)Nc2c(C)cccc2C)c1	-4%	3%	-3%	-2.1%	8%	8%	i	1%
Cc1nnc(NNS(=O)(=O)c2ccc(Cl)cc2)[nH]c1=O	/	/	-19%	-3.7%	-1%	4%	-3%	/
Cc1ccc(NC(=O)CCC(=O)NNC(=O)COc2cccc3ccccc23)c(C)c1	-41%[38.3 µM]	21%	-2%[46.1 µM]	-1.2%	1%	8%	7%	0%
CCCCNC(=O)CCC(=O)NNc1nc2ccccc2c2nc(-c3ccccc3)nn12	7%	1%&8%	8%	?	?	2%	i	-2%
CCC(=O)Nc1nnc(-c2ccccn2)o1	/	/	6%[46.1 µM]	-0.9%	?	/	-1%	/
O=C(N/N=C/c1ccc(OCC(=O)N2CCCCC2)cc1)c1ccccc1O	4%	2%	-21%[46.1 µM]	0.0%	-17%	13%	-2%	1%
CC1=C(C(=O)OC(C)C)C(c2ccc(N(C)C)cc2)C2=C(CC(C)(C)CC2=O)N1 (stereo unspecified)	14%[38.3 µM]	15%	-12%[46.1 µM]	-2.0%	14µM*	-12%	i	2%
CCCN1CCN(C(=S)Nc2ccc3nc(N4CCN(CC)CC4)cc(C)c3c2)CC1	10%	/	-6%	-1.4%	?	0%	i	-4%
CCOc1cc(-c2cc(-c3ccc(OC)cc3)nc(N)c2C#N)ccc1O	38%[activator][38.3 µM]	-4%	?	0.8%	?	4%	-6%	-2%
N#Cc1c(-c2ccccc2)nc(SCc2nc(N)nc(N3CCCCC3)n2)[nH]c1=O	4.5µM*	?	6.3µM*	-1.1%	6%	19%	-4%	2%
O=C(NC(=S)Nc1ccc(CN2CCOCC2)cc1)c1ccccc1[N+](=O)[O-]	-5%	-6%	6%	-0.1%	-19%	-2%	-9%	-1%
CCCS(=O)(=O)N1CCN(C(=O)c2cccnc2)CC1	22%[38.3 µM]	-6%	3%[46.1 µM]	0.9%	-2%	0%	i	-2%
COc1cccc(OC(=O)c2cc3ccccc3oc2=O)c1	-20%	-3%	12%	0.2%	-4%	4%	-2%	-7%
CC(/C=N/n1c(C2CCCCC2)n[nH]c1=S)=C\c1ccccc1	-4%[38.3 µM]	-18%	?	-0.9%	5%	18%	-16%	-2%
Cc1noc(C)c1S(=O)(=O)N1CCC(C(=O)NC2CCCc3ccccc32)CC1 (stereo unspecified)	18%[38.3 µM]	2%	-1%[46.1 µM]	2.2%	2%	-6%	-6%	19%
CCN(CC)C(=O)CSc1nc(C)cc(C)n1	10%	/	-9%	0.0%	11%	14%	-3%	-4%
CC(C)(C)C(=O)Nc1nc(=S)ss1	21%[38.3 µM]	-64%[inhibitor]	-11%[46.1 µM]	6.0%	10%	-7%	-8%	-3%
CCOc1cc(CNCc2cccnc2)ccc1OCC(=O)NC(C)(C)C	13%	-15%	2%	-3.2%	7%	1%	i	-1%
Cc1cc(C)cc(N(CC(=O)NCc2ccco2)C(=O)CCC(=O)Nc2nccs2)c1	6%	/	-16%	-1.1%	-1%	-3%	24%	0%
C=CCn1c(=NC(=O)c2cccs2)sc2cccc(OC)c21	/	/	-42%	-2.1%	?	14%	-4%	/
O=c1nc(N2CCCC2)nc(Nc2ccccc2)[nH]1	16%[38.3 µM]	-24%	-3%[46.1 µM]	-1.1%	-6%	9%	-7%	-1%
CCOC(=O)C1=C(C)NC2=C(C(=O)C(C(=O)OCC)C(c3ccccc3OC)C2)C1c1ccccn1 (stereo unspecified)	6%[38.3 µM]	10%	-26%[46.1 µM]	-0.3%	?	9%	-4%	-3%
Cc1ccc(CN2C(=O)C3CCCN3c3ccc(C#N)cc32)cc1 (stereo unspecified)	-6%[38.3 µM]	1%	-6%[46.1 µM]	-0.9%	?	62%[activator]	-4%	-4%
Cc1ccccc1OCC(=O)NNC(=O)C1CCCCC1C(=O)O (stereo unspecified)	3%	8%	6%	-2.6%	4%	13%	i	2%
COc1ccc(CCNC(=O)COC(=O)/C=C/c2cc(OC)c(OC)c(OC)c2)cc1OC	13%	12%	0%	-1.4%	?	-2%	-16%	-1%
Cc1ccc(NC(=O)CCC(=O)NNC(=O)NC2CCCCC2)c(C)c1	0%	25%	1%	1.1%	-13%	7%	i	1%
CCC(c1ccccc1)c1nnc(NC(=O)c2ccco2)s1 (stereo unspecified)	/	/	4%	0.4%	2%	-2%	-12%	/
CCC(=O)Nn1cnc2c(c1=O)C1(CCCCC1)Cc1ccccc1-2	39%[activator][38.3 µM]	-20%	?	1.0%	9%	5%	i	-4%
CN(Cc1cn(C)nc1-c1ccccc1F)C1CCOC1 (stereo unspecified)	0%	/	-20%	1.0%	1%	0%	-5%	0%
Cc1ccc(CSc2nnc([C@@H]3CCCN3C(=O)OC(C)(C)C)o2)cc1	/	/	29%	0.0%	-4%	0%	1%	/
O=c1cnn(-c2ccc(Cl)cc2Cl)c(-c2ccccc2)c1	-4%[38.3 µM]	-15%	?	-3.0%	-5%	10%	-4%	7%
O=[N+]([O-])c1ccc(NC(=S)NCCc2ccccc2)cc1	12%	?	-10%	-0.9%	9%	3%	-6%	2%
COc1ccc2c(c1)c(/C=N/Nc1ccc(C(=O)O)cc1)c(C)n2C	/	/	-23%	-1.8%	?	9%	-1%	/

An excerpt of these results, with values under each structure.
Below each compound: IMPase Li cell	SMN2 splice up	NPSR antag	Epigenetic reg	JMJD2E inh	RGS12 GoLoco inh	RECQ1 inh	KinaseGlo FLuc
- COc1ccc(CCNC(=O)COC(=O)/C=C/c2cc(OC)c(OC)c(OC)c2)cc1OC
→ 13%	12%	0%	-1.4%	?	-2%	-16%	-1%
- Cc1ccc(NC(=O)CCC(=O)NNC(=O)NC2CCCCC2)c(C)c1
→ 0%	25%	1%	1.1%	-13%	7%	i	1%
- CCC(c1ccccc1)c1nnc(NC(=O)c2ccco2)s1 (stereo unspecified)
→ /	/	4%	0.4%	2%	-2%	-12%	/
- CCC(=O)Nn1cnc2c(c1=O)C1(CCCCC1)Cc1ccccc1-2
→ 39%[activator][38.3 µM]	-20%	?	1.0%	9%	5%	i	-4%
- CN(Cc1cn(C)nc1-c1ccccc1F)C1CCOC1 (stereo unspecified)
→ 0%	/	-20%	1.0%	1%	0%	-5%	0%
- Cc1ccc(CSc2nnc([C@@H]3CCCN3C(=O)OC(C)(C)C)o2)cc1
→ /	/	29%	0.0%	-4%	0%	1%	/
- O=c1cnn(-c2ccc(Cl)cc2Cl)c(-c2ccccc2)c1
→ -4%[38.3 µM]	-15%	?	-3.0%	-5%	10%	-4%	7%
- O=[N+]([O-])c1ccc(NC(=S)NCCc2ccccc2)cc1
→ 12%	?	-10%	-0.9%	9%	3%	-6%	2%
- COc1ccc2c(c1)c(/C=N/Nc1ccc(C(=O)O)cc1)c(C)n2C
→ /	/	-23%	-1.8%	?	9%	-1%	/

Bioassay records as filed in PubChem BioAssay.
